Bioassay records from PubChem BioAssay.
p53null 32C kill – qHTS Screen for Compounds that Selectively Target Cancer Cells with p53 Mutations: Cytotoxicity of p53 Null Cells at the Permissive Temperature | H1299-neo p53 null cells, ATP luminescence, 24 h, 32C | Potency, µM (highest dose often 46.1 µM), for inactives: at the top dose activity change, negative = cytotoxicity, usual class: cytotoxic | 55,000 compounds, 0.62% hits;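 also: potency is read from the fitted curve at half-maximal effect; 0% = DMSO only and -100% = full killing by 100 µM tamoxifen; nearly all actives have a fitted effect of over 55% in size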
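AC50 values derive from Hill modelling of qHTS concentration-response data (up to 46 uM) in H1299-neo cells. Cells were treated 24 h at 32C following overnight attachment at 37C; viability was read as cellular ATP.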
FH mod – Identification of activators of human fumarate hydratase by quantitative high-throughput screening; Fumarate hydratase, mitochondrial (Homo sapiens), P07954; FH coupled MDH/diaphorase resazurin fluorescence, 15 min; Potency, µM (titrated, usually from 79.9 µM), for inactives: at the top dose activity change, negative = inhibition, usual class: inhibitors; 54,000 compounds, 0.22% hits; AID 1347055, 2019; also: potency is read from the fitted curve at half-maximal effect; % is scaled to controls: 0 for no effect and ±100 for the full control effect; the screen sought activators but most active calls are inhibition curves; nearly all actives have a fitted effect of over 45% in size
p53null 39C tox – qHTS Screen for Compounds that Selectively Target Cancer Cells with p53 Mutations: Cytotoxicity of p53 Null Cells at the Nonpermissive Temperature | H1299 p53-null (neo) cells, 39C, ATPlite viability, 24 h | Potency, µM (highest dose often 46.1 µM), for inactives: at the top dose activity, negative = cell killing, hits mostly cytotoxic | 55,000 compounds, 0.97% hits | AID 904, 2007;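 also: potency is read from the fitted curve at half-maximal effect; 0% = DMSO only and -100% = full killing by 100 µM tamoxifen; nearly all actives have a fitted effect of over 50% in size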
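Luminescent ATP signal reported cell survival after H1299 lines (neo, p53 null; or p53 A138V) received up to 46 uM compound and 24 hr incubation at 39C.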
NTMT1 inhibitor – Primary qHTS for Inhibitors of N-terminal methyltransferase 1 (NTMT1): MTaseGlo Assay | 59,000 compounds, 2.5% hits | Potency, µM (highest dose often 114 µM), without a hit: at the highest dose activity change, negative = inhibition, actives largely listed as inhibitors | N-terminal Xaa-Pro-Lys N-methyltransferase 1 (Homo sapiens), Q9BV86 | NTMT1 MTase-Glo SAH luminescence, purified enzyme;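 also: potency is read from the fitted curve at half-maximal effect; plate controls were DMSO vehicle for no effect and no enzyme for full effect; nearly all actives have a fitted effect of over 65% in size; many of its hits are not listed in these tables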
Target sequence (Q9BV86 whole entry, looked up): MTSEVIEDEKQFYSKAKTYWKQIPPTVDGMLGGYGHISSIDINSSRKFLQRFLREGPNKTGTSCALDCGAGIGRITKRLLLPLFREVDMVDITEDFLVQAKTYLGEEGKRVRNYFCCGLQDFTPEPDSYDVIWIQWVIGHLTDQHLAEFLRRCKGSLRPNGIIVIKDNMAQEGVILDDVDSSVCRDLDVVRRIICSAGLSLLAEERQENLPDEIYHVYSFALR
B2AR arrestin ag – qHTS assay of beta-arrestin-biased ligands of beta2-adrenergic receptor: NCGC Sytravon Library Screen. Beta-2 adrenergic receptor (Homo sapiens), P07550. HTLA Tango cells, beta-arrestin recruitment, luciferase luminescence, 18 h. Potency, µM (highest dose often 46.1 µM), for the others: at the highest dose activation, usual class: activators. 44,000 tested, under 10 active;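 also: potency is read from the fitted curve at half-maximal effect; 0% = DMSO and full agonism = EC100 isoproterenol or metaproterenol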
Target sequence (P07550 whole entry, looked up): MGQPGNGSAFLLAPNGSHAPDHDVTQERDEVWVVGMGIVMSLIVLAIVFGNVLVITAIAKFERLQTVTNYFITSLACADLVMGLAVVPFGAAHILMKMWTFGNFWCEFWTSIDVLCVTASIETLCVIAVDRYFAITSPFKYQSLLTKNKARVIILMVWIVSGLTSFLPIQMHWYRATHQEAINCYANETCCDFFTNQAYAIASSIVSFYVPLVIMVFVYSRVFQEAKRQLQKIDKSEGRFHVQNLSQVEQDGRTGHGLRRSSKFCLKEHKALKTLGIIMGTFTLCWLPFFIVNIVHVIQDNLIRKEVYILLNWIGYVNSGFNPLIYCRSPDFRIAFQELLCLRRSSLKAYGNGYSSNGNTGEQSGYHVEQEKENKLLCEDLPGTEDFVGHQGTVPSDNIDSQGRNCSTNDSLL
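Tango cells expressing recombinant beta2-AR and beta-arrestin were treated with compounds (up to 46 microM titration) in DMEM with 1% FBS for 18 hr at 37 degrees C. Beta-arrestin recruitment drove tTA-dependent luciferase, read by luminescence; curves were fitted and classed.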
GALK inhibitor – qHTS Assay for Inhibitors of Human Galactokinase (GALK): NCGC Sytravon Library Screen; 44,000 tested, under 10 active; recombinant GALK, Kinase-Glo ATP luminescence, 1 h; Potency, µM (highest dose often 57.5 µM), for inactives: at the highest dose activity, negative = inhibition, most hits filed as inhibitors;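 also: plate controls were full GALK reaction for no effect and reaction lacking GALK for full effect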
Target sequence (P51570 whole entry, looked up): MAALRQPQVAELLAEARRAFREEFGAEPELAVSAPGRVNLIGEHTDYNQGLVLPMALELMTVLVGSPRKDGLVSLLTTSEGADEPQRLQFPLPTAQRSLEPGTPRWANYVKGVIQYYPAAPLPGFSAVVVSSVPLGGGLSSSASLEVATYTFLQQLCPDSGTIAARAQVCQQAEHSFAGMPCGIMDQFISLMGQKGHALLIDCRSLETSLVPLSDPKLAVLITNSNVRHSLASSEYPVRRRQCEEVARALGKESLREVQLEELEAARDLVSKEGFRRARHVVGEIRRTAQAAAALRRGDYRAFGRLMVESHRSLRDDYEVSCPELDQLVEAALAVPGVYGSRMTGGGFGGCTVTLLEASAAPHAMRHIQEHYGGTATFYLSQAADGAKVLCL
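Reactions with and without enzyme served as controls. GALK at 5 nM phosphorylates 100 uM galactose using 35 uM ATP (HEPES pH 8.0, Mg2+) for 1 h at RT, with luminescence read 10 min after adding Kinase-Glo Plus.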
PTAP-TSG101 blk – qHTS Validation Assay for Inhibitors of HIV-1 Budding by Blocking the Interaction of PTAP/TSG101: Sytravon Library Screen; Tumor susceptibility gene 101 protein (Homo sapiens), Q99816; Fluorescence polarization, FITC-PTAP peptide/Tsg101, 20 min; Potency, µM (top dose mostly 115 µM), for the others: at the top dose activity change, negative = inhibition, usual class: inhibitors; 44,000 tested, under 10 active; AID 1347069, 2019; also: potency is read from the fitted curve at half-maximal effect; 0% is about no effect
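Fluorescence polarization binding of Tsg101 binding domain (10 uM final) to FITC-labeled PTAP-motif peptide (50 nM final) in HEPES pH 7.5/NaCl/Tween 20/EDTA/TCEP buffer; 20 min at r.t. Actives by curve class, <25 µM, efficacy <60% inhibition.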
Numbers without * were called inactive; ? = inconclusive; nt = not tested or not shown; [ ] = another dose, or the depositor's remark. Calls follow the shape of the dose curve; as a rule, active = well fitted curve in the direction sought with a large enough effect; inconclusive = small, poorly fitted or top-dose-only effect, or another doubt; inactive = no such curve, though single readings can be large; an effect the other way counts as inactive or inconclusive.

molecule	p53null 32C kill	FH mod	p53null 39C tox	NTMT1 inhibitor	B2AR arrestin ag	GALK inhibitor	PTAP-TSG101 blk
COc1ccc(N(CC(=O)N2CCN(c3ccccc3F)CC2)S(=O)(=O)c2c(C)noc2C)cc1	1%	-12%	-1%	4%	0%	0%	-6%
Cc1ccc(C(=O)N(Cc2ccco2)Cc2ccco2)cc1	-4%	12%	-22%	8%	-2%	8%	-2%
CCC(Sc1nc2ncccc2o1)C(=O)Nc1ccc(OC)c(OC)c1 (stereo not drawn)	-2%	-8%	-27%	2%	1%	1%	-6%
COc1ccc(-c2nn(C)c3sc(C(=O)N4CCN(c5cccc(Cl)c5)CC4)cc23)cc1OC	22%	-10%	-3%	0%	1%	8%	-9%
Cc1ccc(NC(=O)c2sc3ncnc(N(C)C4CCCCC4)c3c2C)c(C)c1	17%	-25%	3%	30%[activator]	-3%	4%	-2%
COc1ccc(Nc2oc(/C=C/c3cc(OC)c(OC)c(OC)c3)nc2C#N)cc1	-11%	-26%	-22%	?	-1%	8%	0%
CC(C)N(C(=O)Cn1cc(SCC(=O)Nc2ccccc2C(F)(F)F)c2ccccc21)C(C)C	-2%	2%	-17%	-1%	1%	2%	14%
Cc1cc(C)c(NC(=O)CSc2nc(=O)n(Cc3ccco3)c3c2CCC3)c(C)c1	11%	-9%	0%	-1%	1%	1%	-1%
Cc1ccc(NC(=O)c2cnc3sc(N4CCOCC4)nn3c2=O)cc1N(C)C	-22%	-6%	-7%	-19%	0%	6%	-2%
COc1ccccc1CNC(=O)C1CCN(S(=O)(=O)c2ccc3c(c2)CCCN3C(C)=O)CC1	-1%	-9%	6%	4%	0%	-6%	-3%
O=C(Cc1ccc(NC(=O)N2CCSc3ncccc32)cc1)NCc1cccc(Cl)c1	-3%	3%	-7%	-10%	1%	0%	-5%
COc1ccc(CCNC(=O)CCn2c(=O)c3ccccc3n(CC(=O)Nc3cccc(C)c3)c2=O)cc1OC	1%	-1%	-7%	-7%	1%	5%	5%
CCc1cccc(NC(=O)CSc2nncn3c2cc2sccc23)c1	-15%	6%	?	6%	0%	?	-1%
Cc1cc(NS(=O)(=O)c2ccc3oc(=O)c4ncn(C)c4c3c2)ccc1Br	?	-11%	7%	7%	0%	-1%	-2%
Cc1cn2c(=O)cc(COC(=O)c3cccc(NC(=O)COc4ccccc4C)c3)nc2s1	-1%	-7%	21%	-2%	0%	-5%	-1%
CC1=C(C(=O)OCc2ccc(C)cc2)C(c2cccc(F)c2F)CC(=O)N1 (stereo not drawn)	2%	-2%	2%	6%	1%	-9%	-2%
Cc1ccc(NC(=O)CSc2nc3ccccc3nc2Cc2ccccc2F)cc1F	8%	-3%	6%	-9%	-1%	-1%	1%
COC(=O)c1sccc1S(=O)(=O)N(CC(=O)Nc1c(C)cccc1C)c1ccc(C)c(C)c1	2%	?	-9%	-7%	3%	0%	-9%
COC(=O)c1c(NC(=O)c2cc(=O)c3c(C)cc(C)cc3o2)sc2c1CCCC2	-3%	-3%	24%	16%	1%	10%	0%
Cc1cccc(S(=O)Cc2ccc(C(=O)NC3CCCCCC3)o2)c1 (stereo not drawn)	-5%	-2%	-16%	2%	0%	1%	-5%
CC1CCN(C(=O)Cn2c(=O)n(CC3CCC(C(=O)NC(C)C)CC3)c(=O)c3sccc32)CC1 (stereo not drawn)	-2%	-2%	-4%	4%	0%	1%	0%
CSc1ccc(C2c3c(oc4ccc(F)cc4c3=O)C(=O)N2c2ccc(C)cn2)cc1 (stereo not drawn)	-2%	-12%	3%	-5%	0%	0%	1%
COc1cc(-c2nc(Cn3nnc(C(=O)Nc4cccc(Cl)c4)c3C)c(C)o2)cc(OC)c1OC	-3%	-16%	0%	1%	-2%	7%	0%
CCCn1c2ccccc2c2cnn(CC(=O)NCCc3cc(OC)ccc3OC)c(=O)c21	3%	2%	-15%	8%	-1%	3%	2%
O=S(=O)(c1cc(Br)c(Br)s1)N1CCN(c2ccccc2)CC1	18%	-14%	18%	?	0%	-4%	1%
Cc1ccccc1CN1c2ccccc2-c2nc(SCC(=O)NCc3ccccc3)ncc2S1(=O)=O	12%	0%	-5%	-7%	0%	-4%	2%
Cc1ccc(OCC(=O)Nc2nnc(SCc3cc(=O)n4cc(C)ccc4n3)s2)cc1	2%	6%	-9%	14%	0%	1%	-11%
COc1cc(/C=C(\C#N)C(=O)Nc2ccc(C)cc2)ccc1OCc1cc(=O)n2nc(C)sc2n1	-1%	0%	-8%	11%	0%	-1%	-3%
CCOc1ccc2oc(=O)cc(CN3CCN(c4cc(C)ccc4C)CC3)c2c1	2%	-10%	-6%	-4%	-1%	2%	-1%
COc1ccccc1C(=O)N1CCN(Cc2cc(=O)oc3cc(C)ccc23)CC1	0%	-10%	-21%	-2%	-1%	-6%	-1%

Exported as labelled records: part of the list above
canonical_smiles: CCCn1c2ccccc2c2cnn(CC(=O)NCCc3cc(OC)ccc3OC)c(=O)c21
  p53null 32C kill: 3%	FH mod: 2%	p53null 39C tox: -15%	NTMT1 inhibitor: 8%	B2AR arrestin ag: -1%	GALK inhibitor: 3%	PTAP-TSG101 blk: 2%
canonical_smiles: O=S(=O)(c1cc(Br)c(Br)s1)N1CCN(c2ccccc2)CC1
  p53null 32C kill: 18%	FH mod: -14%	p53null 39C tox: 18%	NTMT1 inhibitor: ?	B2AR arrestin ag: 0%	GALK inhibitor: -4%	PTAP-TSG101 blk: 1%
canonical_smiles: Cc1ccccc1CN1c2ccccc2-c2nc(SCC(=O)NCc3ccccc3)ncc2S1(=O)=O
  p53null 32C kill: 12%	FH mod: 0%	p53null 39C tox: -5%	NTMT1 inhibitor: -7%	B2AR arrestin ag: 0%	GALK inhibitor: -4%	PTAP-TSG101 blk: 2%

(cont.)
molecule	p53null 32C kill	FH mod	p53null 39C tox	NTMT1 inhibitor	B2AR arrestin ag	GALK inhibitor	PTAP-TSG101 blk
COc1ccccc1Cn1c(CNS(=O)(=O)c2ccc(CC(C)C)cc2)nc2cccnc21	12%	-20%	-16%	13%	-2%	-2%	12%
Cc1ccccc1CN1C(=O)C(O)(CC(=O)c2ccccc2)c2cc(Cl)ccc21 (stereo not drawn)	38%[activator]	?	17%	4%	?	-4%	-3%
Cc1cccc(C)c1NC(=O)N1CCC(C(N)=O)(N2CCCCC2)CC1	6%	1%	-1%	7%	-4%	0%	-1%
CC(C)NC(=O)C1CCCN(S(=O)(=O)c2ccc3c(ccn3C)c2)C1 (stereo not drawn)	14%	-8%	-13%	8%	0%	-4%	0%
CC(=O)Nc1ccc(NC(=O)CSc2nc3ccccc3nc2N2CCOCC2)cc1	2%	-28%	9%	-3%	0%	6%	-4%
COc1ccc(CN(C(=O)c2cc(=O)c3ccccc3o2)C2CCS(=O)(=O)C2)cc1OC (stereo not drawn)	7%	-13%	0%	-1%	6%	3%	0%
Cc1cccc(OCc2nc(CC(=O)Nc3ccc(C)c(C)c3)cs2)c1	3%	26%	-22%	0%	-3%	?	0%
CCOC(=O)C1CCCN(S(=O)(=O)c2ccc3[nH]c(=O)oc3c2)C1 (stereo not drawn)	-7%	?	-6%	12%	1%	0%	-2%
CCc1nnc2c(NCCc3ccc(OC)c(OC)c3)nc3ccccc3n12	-8%	-1%	?	3%	-2%	1%	3%
Cc1ccc(-c2cc(C(=O)Oc3ccccc3)c3cc(C)ccc3n2)cc1	-14%	4%	27%	6%	-2%	0%	1%
CCOc1ccc(NC(=O)c2c(C)oc3nc(C)nc(N4CCOCC4)c23)cc1	8%	0%	0%	?	0%	1%	-2%
Cc1ccc(Nc2sc(C(=O)c3ccccc3)c(N)c2S(=O)(=O)c2ccccc2)c(C)c1	18%	-8%	-3%	13%	-1%	8%	4%
CCOc1ccc(NC(=O)c2cc(C)nc3c2c(C)nn3-c2cccc(F)c2)cc1	-13%	0%	-11%	-5%	0%	-1%	0%
CCOc1ccc(CCNC(=O)c2ccc(CS(=O)(=O)c3ccccc3C)o2)cc1OCC	-3%	-3%	-3%	19%	-2%	-2%	-4%
COc1cccc2c1cc1c(=O)n(CC(=O)N3CCC(C)CC3)nc(C)n12	-1%	-18%	4%	0%	1%	-7%	-1%
Cc1cc(Cl)ccc1NS(=O)(=O)c1ccc2c(c1)CCN2S(C)(=O)=O	3%	?	21%	?	-1%	2%	-4%
COCCCn1c(=N)c(C(=O)NCC2CCCO2)cc2c(=O)n3cc(C)ccc3nc21 (stereo not drawn)	-1%	-6%	24%	-1%	-2%	1%	-6%
COc1ccc(C(=O)N2c3ccc(C)cc3C(C)(c3ccccc3)CC2(C)C)cc1 (stereo not drawn)	51%[activator]	-11%	21%	-5%	0%	0%	4%
COC(=O)c1ccc(C(=O)OC)c(NC(=O)N2CC3CCCN3c3ccccc32)c1 (stereo not drawn)	-9%	-18%	-1%	3%	0%	-1%	4%
O=C(CSCc1ccc(F)cc1)N1CCN(c2ccccc2F)CC1	-9%	4%	6%	2%	2%	-1%	-10%
CCc1nn(CC(=O)NCCN(CC(C)C)CC(C)C)c(=O)c2cc3sc(C)cc3n12	0%	-11%	7%	6%	1%	0%	-1%
Cc1ccc(NC(=O)CC2Oc3ccc(C)cc3NC2=O)c(C)c1 (stereo not drawn)	13%	-3%	-9%	?	1%	1%	-1%
CCN(CC)C(=O)c1sc2c(c1C)c(=O)n(-c1ccc(OC)cc1OC)c(=O)n2CC(=O)c1ccc(Cl)cc1	3%	?	-3%	8%	1%	3%	5%
CC(=O)Nc1ccc(S(=O)(=O)NCC2CCC(C(=O)NCCc3ccccc3)CC2)cc1 (stereo not drawn)	24%	1%	0%	?	-1%	2%	1%
CCCOc1ccc(NC(=O)CC2C(=O)N(c3cccc(OC)c3)C(=O)N2CCc2ccncc2)cc1 (stereo not drawn)	1%	nt	16%	nt	-1%	-1%	-1%
CCCn1cc(S(=O)(=O)c2ccc(OC)cc2)c(=O)c2cc(F)c(N3CCCCCC3)cc21	5%	-17%	-9%	0%	0%	3%	3%
Cc1c2cnn(-c3ccccc3)c(=O)c2c(C)n1C(C)C(=O)Nc1ccccc1C(F)(F)F (stereo not drawn)	-4%	-15%	-16%	-3%	-4%	3%	0%
CCCCOc1cccc(C(=O)Nc2cc3nn(-c4ccc(F)cc4)nc3cc2C)c1	4%	2%	-14%	0%	1%	-15%	-8%

The list is partial. The share of hits here may be higher or lower than overall.
